RGS4 pot: RGS4 potentiation or activation; HEK293 M3R/inducible RGS4, carbachol calcium flux Fluo4; hits give low values; B-score at 10 µM; hit rate 0.92% among 310,000; AID 463111;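 active = B-score of the integrated calcium signal more than 4 SD below the library mean, with starting fluorescence not abnormally high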;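 also: negative B-score means reduced calcium response which marks RGS4 activation or potentiation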
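Test system: HEK293 cells with stable M3R and inducible RGS4; also added: carbachol at ECmax as muscarinic agonist stimulus; schedule: dye loading 30 min 37 °C, buffer rest 30 min RT; technique: kinetic calcium fluorescence imaging with Fluo4-AM dye, 2 µM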
TRPC6 inhibitor: inhibitors of mouse TRPC6 channel; Q61143; HEK293-TRPC6, membrane potential dye, ACh-evoked depolarization; hits give low values; B-score at 10 µM; hit rate 1.1% among 310,000;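 active = B-score under library mean minus 3 SD, initial fluorescence not abnormally high, positive integrated signal ratio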;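 also: B-score derived from integrated fluorescence ratio over the kinetic read; more negative B-score means stronger inhibition of depolarization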
TRPC6 activator: mouse TRPC6 channel activation; HEK293-TRPC6 membrane potential dye fluorescence; hits give high values; hit rate 0.13% among 310,000; B-score at 10 µM; Q61143;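 active = B-score of the integrated fluorescence ratio above library mean plus 3 SD, and starting fluorescence ratio within library mean plus 5 SD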;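 also: higher score means more depolarization so channel activation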
TMEM16A inh: blocks the mouse calcium-activated chloride channel TMEM16A; Q8BHY3; HEK293 TMEM16A/YFP iodide influx fluorescence, ionomycin; AID 588511; hit rate 1.2% among 310,000; normalized B-score (activity score, 25-100; higher = stronger inhibition) at 10 µM;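 active = ratio plate-corrected score three or more library SD toward inhibition, starting fluorescence score within five deviations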;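 also: score derived from kinetic fluorescence span divided by baseline fluorescence per well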
ANO1 activ: activates or potentiates the mouse TMEM16A chloride channel | Q8BHY3 | HEK293 TMEM16A/YFP-H148Q/I152L, iodide quench fluorescence; hits give low values | B-score at 10 µM | hit rate 0.3% among 340,000;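 active = fluorescence-ratio B-score plate-corrected deviation score at least 3 library SD below zero, with starting fluorescence score within 5 deviations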;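 also: channel opened by trigger with iodide after compound preincubation; score built on the fluorescence ratio of max minus min over baseline; more negative score means more quench and so TMEM16A activation or potentiation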
MrgX1 agonist: activates human MrgX1 receptor signaling | Q96LB2 | MrgX1-HEK293 cells, Fluo-4 calcium fluorescence, agonist mode; hits give high values | B-score at 10 µM | hit rate 0.44% among 310,000 | AID 588627;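 active = calcium response B-score plate-corrected fluorescence ratio at least 3 library SD, with starting fluorescence B-score inside 5 SD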
Target sequence (Q96LB2 whole entry, looked up): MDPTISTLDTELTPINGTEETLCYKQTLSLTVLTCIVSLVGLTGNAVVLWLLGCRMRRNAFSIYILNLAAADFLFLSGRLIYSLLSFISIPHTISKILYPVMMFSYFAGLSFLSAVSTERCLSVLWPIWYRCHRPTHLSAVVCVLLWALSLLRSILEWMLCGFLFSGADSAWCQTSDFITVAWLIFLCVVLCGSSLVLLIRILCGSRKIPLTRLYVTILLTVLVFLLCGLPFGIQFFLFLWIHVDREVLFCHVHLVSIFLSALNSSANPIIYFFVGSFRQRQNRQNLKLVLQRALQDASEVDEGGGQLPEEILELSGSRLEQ
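Test system: Stable human MrgX1 HEK293 cell line | Schedule: Overnight plating before 1 h dye loading | Read-out basis: Baseline-normalised fluorescence change ratio, B-scored | Detection: Kinetic calcium dye fluorescence, Fluo-4 NW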
MrgX1 antagonist: blocks BAM8-22 activation of human MrgX1 receptor | MRGX1-HEK293 calcium flux, Fluo-4, BAM8-22 antagonism; hits give low values | hit rate 1.3% among 310,000 | B-score at 10 µM | Q96LB2;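 active = calcium-response B-score plate-corrected more than 3 library SD below zero, starting fluorescence within 5 deviations, no agonist response on first addition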;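 also: peak minus trough fluorescence over baseline after final BAM8-22 challenge near maximal dose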
SKKanGAS inh: SKKanGAS growth inhibition; S. pyogenes SKKanGAS, kanamycin growth, BacTiter-Glo, 6 h; inhibition, % at 7.5 µM; hit rate 1.3% among 300,000;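 active = mean replicate score, as percent of positive control median, at least 50; inconclusive = mean below 50 but one replicate at or above 50; inactive = mean and every replicate below 50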;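 also: strain carries kanamycin resistance gene driven by streptokinase promoter and grows in 40 µg/ml kanamycin; loss of luminescence reflects streptokinase promoter inhibition or plain growth inhibition; 0% = median of DMSO wells and 100% = positive control at its reference dose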
MrgX1 allo act: allosterically activates human MrgX1 receptor signaling. Q96LB2. MrgX1-HEK293, Fluo-4 calcium flux, FDSS; hits give high values. B-score at 10 µM. hit rate 0.63% among 310,000. AID 588675;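 active = plate-corrected calcium response at least 3 library SD above typical, normal starting fluorescence, not activating the receptor alone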;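 also: compound read alongside a low EC10 to EC30 dose of BAM8-22 agonist; peak minus trough fluorescence over baseline measured at the second addition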
RGS4 inh: human RGS4 inhibition; hit rate 0.45% among 310,000; P49798; HEK293 M3R/RGS4 inducible, Fluo-4 calcium flux; hits give high values; triggered by carbachol at its EC20; B-score at 10 µM; AID 463165;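 active = B-score, a plate-corrected calcium signal, over three deviations above library mean, with baseline fluorescence within five deviations of library mean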;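 also: RGS4 expression induced by doxycycline in cells with stable M3 receptor; B-score is computed from the integrated fluorescence ratio over baseline after carbachol; higher B-score means a larger calcium signal and so more RGS4 inhibition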
Target sequence (P49798 whole entry, looked up): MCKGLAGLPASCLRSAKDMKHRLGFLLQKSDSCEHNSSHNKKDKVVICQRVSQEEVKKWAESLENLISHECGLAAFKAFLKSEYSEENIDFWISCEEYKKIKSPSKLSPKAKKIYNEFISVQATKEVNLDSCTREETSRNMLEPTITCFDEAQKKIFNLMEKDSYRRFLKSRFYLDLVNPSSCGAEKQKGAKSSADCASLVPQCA
HDAC3 inhib: human HDAC3 inhibition. recombinant HDAC3, fluorogenic peptide/trypsin coupled, fluorescence. O15379. hit rate 0.15% among 320,000. inhibition, % at 8.3 µM; in the data active = inhibition above about 26%, passing the limit was not always enough; inconclusive = no clear call, values can overlap the other calls
Target sequence (O15379 whole entry, looked up): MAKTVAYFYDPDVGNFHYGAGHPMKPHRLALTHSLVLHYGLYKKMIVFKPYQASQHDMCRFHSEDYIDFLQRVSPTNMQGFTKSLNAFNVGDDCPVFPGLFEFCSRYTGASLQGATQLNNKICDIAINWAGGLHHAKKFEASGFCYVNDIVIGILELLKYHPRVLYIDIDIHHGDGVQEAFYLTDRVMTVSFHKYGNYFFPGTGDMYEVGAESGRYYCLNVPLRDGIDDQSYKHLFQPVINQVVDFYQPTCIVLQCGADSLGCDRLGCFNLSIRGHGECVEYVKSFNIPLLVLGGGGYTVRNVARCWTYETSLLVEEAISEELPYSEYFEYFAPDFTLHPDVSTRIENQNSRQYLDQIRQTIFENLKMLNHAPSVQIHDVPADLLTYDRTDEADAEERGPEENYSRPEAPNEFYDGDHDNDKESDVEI
Numbers without * were called inactive; i = inactive; ? = inconclusive; . = not tested or not shown.

smiles	RGS4 pot	TRPC6 inhibitor	TRPC6 activator	TMEM16A inh	ANO1 activ	MrgX1 agonist	MrgX1 antagonist	SKKanGAS inh	MrgX1 allo act	RGS4 inh	HDAC3 inhib
O=C(Nc1ccn(Cc2c(F)c(F)c(F)c(F)c2F)n1)c1ccc(COc2ccccc2Cl)cc1	i	i	i	i	i	i	i	-4	i	i	15
COc1ccc(C2C(C(=O)Nc3cccc(OC)c3)c3ccccc3C(=O)N2C)cc1 (stereo unspecified)	i	i	i	i	i	i	i	-1	i	i	4
Cc1ccc(SCCC(=O)NC(C)C)cc1	i	i	i	i	i	i	i	-4	i	i	0
Cc1ccc2c(c1)NC(C(C)(C)C)CO2 (stereo unspecified)	i	i	i	i	i	i	i	-4	i	i	9
Cc1ccc(Cl)c(NC(=O)CCl)c1Cl	i	i	i	i	i	i	i	-20	i	i	2
Cc1ccccc1-c1nnc(SCC(=O)N(CC(C)C)c2c(N)n(CC(C)C)c(=O)[nH]c2=O)n1C	i	i	i	i	i	i	i	-18	i	i	1
COc1ccc(NC(=O)CSCC(=O)N(C)CCOc2ccc(Cl)cc2)cc1	i	i	i	i	i	i	i	-3	i	i	-3
COc1cccc(CC(=O)Nc2nc(-c3ccc(OC)c(OC)c3)cs2)c1	i	i	i	i	i	i	i	14	i	i	0
Cc1c(-n2c(SCC(N)=O)nc3ccccc3c2=O)c(=O)n(-c2ccccc2)n1C	i	i	i	i	i	i	i	-1	i	i	5
CCCn1c(=N)n(CC(=O)c2ccco2)c2ccccc21	i	i	i	i	i	i	i	-1	i	i	2
Cc1ccc(NC(=O)Cn2nnc3ccccc32)cc1	i	i	i	i	i	i	i	-13	i	i	5
O=Nc1c(-c2c(O)[nH]c3cc(Br)ccc23)[nH]c2ccccc12	i	i	i	i	i	i	i	95*	i	i	-7
Cc1ccc2c(c1)C(c1ccccc1)N(C(=O)c1ccc3c(c1)OCO3)CC(=O)N2 (stereo unspecified)	i	i	i	i	i	i	i	-11	i	i	.
C/C(=N\NC(=O)c1ccccc1F)c1ccc2c(c1)Nc1ccccc1S2	i	i	i	i	i	i	i	13	i	i	6
Cc1cc(C(=O)Nc2ccc3c(c2)OCCO3)c2ccccc2n1	i	i	i	i	i	i	i	-1	i	i	-1
CNC(=O)CSc1nc2cc(S(=O)(=O)Nc3ccccc3OC)ccc2o1	i	i	i	i	i	i	i	1	i	i	0
CSc1ccccc1-n1nnnc1SCC(=O)NCc1cccs1	i	i	i	i	i	i	i	7	i	i	-4
COc1ccc(/C=N/NC(=O)c2ccc(COc3ccccc3Cl)o2)c(OC)c1C	i	i	i	i	i	i	i	-8	i	i	0
C(=N\n1cncn1)/c1ccc(N2CCOCC2)cc1	i	i	i	i	i	i	i	8	i	i	1
Cc1noc(C)c1CCC(=O)NC1CCCN(Cc2ccc(Cl)cc2)C1 (stereo unspecified)	i	i	i	i	i	i	i	-6	i	i	9
O=S(=O)(c1ccccc1)N1CCN(Cc2cccc(Br)c2)CC1	i	i	i	i	i	i	i	-1	i	i	-1
CCOc1ccc(CCNC(=O)C2CCCN(c3nnc(-n4cccc4)s3)C2)cc1OCC (stereo unspecified)	i	-5.5*	i	i	i	i	i	6	i	i	1
COc1ccc(-n2nnnc2SCC(=O)Nc2ccc3c(c2)OCCO3)cc1OC	i	i	i	i	i	i	i	3	i	i	-5
Cc1cccc(N(C(=O)Cn2nnc3ccccc32)C(C(=O)NC(C)(C)C)c2ccsc2)c1 (stereo unspecified)	i	i	i	i	i	i	i	4	i	i	1
CCCCNC(=O)COC(=O)c1ccc(Cl)c(S(=O)(=O)N2CCCC2)c1	i	i	i	i	i	i	i	0	i	i	-3
Cc1ccc(S(=O)(=O)N(C)CC(=O)Oc2ccc(-c3nnco3)cc2)cc1	i	i	i	i	i	i	i	-7	i	i	-1
C/C(=N\NC(=O)c1c(Cl)cnn1C)c1cccc(NC(=O)c2ccc(C)cc2)c1	i	i	i	i	i	i	i	5	i	i	3
CCN(Cc1ccccc1)S(=O)(=O)c1ccc(S(=O)(=O)N(Cc2ccccn2)Cc2ccco2)cc1	i	i	i	i	i	i	i	-4	i	i	3
Cc1ccc(/C=N/Nc2ccc3ccccc3n2)o1	i	i	i	i	i	i	i	.	i	i	-6
CN(C)c1ccc(-c2nn3c(-c4ccc(Cl)cc4)nnc3s2)cc1	i	i	i	.	i	.	.	6	.	i	.
Cc1cccc(Nc2nc(-c3cccs3)cs2)n1	i	i	i	i	i	i	i	7	i	i	13
Nc1nc(Cl)nc2c1ncn2[C@@H]1O[C@H](CO)[C@@H](O)[C@H]1O	i	i	i	i	i	i	i	1	i	9.8*	12
CCOc1ccc(NS(=O)(=O)c2ccc3ncsc3c2)cc1	i	i	i	i	i	i	i	5	i	i	-6
CNC(=S)NNC(=O)Cc1ccc(O)cc1	i	i	i	i	i	i	i	10	i	i	-1
Cc1cc(C)c2c(=O)n(CC(=O)Nc3ccc(Cl)cc3)sc2n1	i	i	i	i	i	i	i	-2	i	i	3
Nc1c(Cl)ncnc1N/N=C/c1ccccn1	.	.	.	i	.	i	i	.	i	.	10
O=C1c2cc([N+](=O)[O-])ccc2-c2ncccc21	i	i	i	i	i	i	i	0	i	i	-7
CCS(=O)(=O)NCCc1csc(-c2ccc(OC)c(OC)c2)n1	i	i	i	i	i	i	i	-5	i	i	-28
CS(=O)(=O)C1=NSC2=NC(=O)/C(=C\c3ccc(OC(=O)c4ccco4)c(Br)c3)C(=N)N21	i	i	i	i	i	i	i	5	17*	i	?
CC(=O)c1c(N2CCN(CCO)CC2)nc(=S)n(-c2ccccc2)c1C	i	i	i	i	i	i	i	-11	i	i	3
O=C(NCC(c1cccs1)N1CCOCC1)c1cc([N+](=O)[O-])cc([N+](=O)[O-])c1 (stereo unspecified)	i	i	i	i	i	i	i	10	i	i	2
Cc1nnc(NCc2ccncc2)c2ccccc12	i	i	i	i	i	i	i	1	i	i	6
O=C(CSc1nccc(=O)[nH]1)NC1CCCC1	i	i	i	i	i	i	i	-5	i	i	-2
O=C(NCCCn1ccnc1)c1cccnc1	i	i	i	i	i	i	i	4	i	i	1
COc1ccc(OC)c(CCNC(=O)CCCc2nnc3n(C)c(=O)c4sccc4n23)c1	i	i	i	i	i	i	i	-1	i	i	-1
O=C(Nc1ccnn1C1CCN(C(=O)c2ccccc2C(F)(F)F)CC1)C1CC1	i	i	i	i	i	i	i	-3	i	i	2
O=C(Nc1ccc2c(c1)C(=O)NC2=O)c1ccc2ncsc2c1	i	i	i	i	i	i	i	-1	i	i	-6
Cn1cc(S(=O)(=O)N2CCN(c3ccccc3)CC2)c(=O)n(C)c1=O	i	i	i	i	i	i	i	-1	i	i	2
CSc1nc(-c2ccccc2)nc(NC(C)=O)c1C(C)=O	i	i	i	i	i	i	i	-8	i	i	-2
CCOC(=O)C1=NN(c2ccccc2)C2C(=O)N(c3ccccc3OC)C(=O)C12 (stereo unspecified)	i	i	i	i	i	i	i	16	i	i	-2

(listing goes on)
smiles	RGS4 pot	TRPC6 inhibitor	TRPC6 activator	TMEM16A inh	ANO1 activ	MrgX1 agonist	MrgX1 antagonist	SKKanGAS inh	MrgX1 allo act	RGS4 inh	HDAC3 inhib
O=C(Nc1cccnc1)c1cc(-c2cccs2)on1	i	i	i	i	i	i	i	-2	i	i	2
CCOC(=O)C(CSCC(=O)c1ccc(Cl)cc1)NC(=O)OC(C)(C)C (stereo unspecified)	i	i	i	100*	i	i	i	-4	i	i	9
CCOC(=O)N1CCN(C(=O)CCn2c(=S)[nH]c3cc(OCC)c(OCC)cc3c2=O)CC1	i	i	i	i	.	i	i	-1	i	i	5
COc1ccc(-n2c(SCC(=O)NCc3cccs3)nnc2-c2ccoc2C)cc1	i	i	i	i	i	i	i	-1	i	i	3
CC(C)c1nc(=S)c2ccccc2[nH]1	i	i	i	i	i	i	i	-1	i	i	.
O=C1/C(=C/c2ccc(O)cc2)SC(=S)N1Cc1cccnc1	i	i	i	i	i	i	i	-7	i	i	-7
CC(C)Nc1nc(-c2ccccc2)nnc1-c1ccccc1	i	i	i	i	i	i	i	-4	i	i	1
Cc1ccc(C(=O)OCCc2sc[n+](Cc3ccccc3)c2C)cc1	-9.1*	-9.4*	i	i	i	i	i	4	i	i	5
CCC(C)[C@H]1CN=C(N)N1CCCc1cc(OC)c(OC)c(OC)c1 (stereo partly specified)	i	i	i	i	i	i	i	2	i	i	-2
COc1ccc(CCN=C(N)C(C)c2ccccc2)cc1OC (stereo unspecified)	i	i	i	i	i	i	i	-11	i	i	.
N=c1ccn(Cc2ccc([N+](=O)[O-])cc2)cc1	i	i	i	i	i	i	i	-3	i	i	-13
CCn1c(=NC(=O)CCS(=O)(=O)c2ccccc2)sc2cccc(OC)c21	i	i	i	i	i	i	i	34	i	i	-12
CC(C)CC(=O)Nc1c2c(nn1-c1cccc(Cl)c1)CS(=O)C2 (stereo unspecified)	i	i	i	i	i	i	i	15	i	i	-1
O=C(NCCn1cc(SCC(=O)N2CCOCC2)c2ccccc21)c1c(F)cccc1F	i	i	i	i	i	i	i	-1	i	i	-1
COc1ccc(N(C)C(=S)Nc2ccc3nc(C)c(C)nc3c2)cc1	i	i	i	i	i	i	i	-2	i	i	4
CC(=O)Nc1nc(C)nc(-c2ccccc2OC(C)=O)n1	i	i	i	i	i	i	i	0	i	i	7
COc1ccccc1C(=O)NNC(=O)c1ccc(NC(=O)CC(C)C)cc1	i	i	i	i	i	i	i	6	i	i	.
COc1cccc(-c2cc(C(F)(F)F)nc(-n3cccn3)n2)c1	i	i	i	i	i	i	i	-8	i	i	5
OCCNCc1cc(Br)ccc1OCc1ccccc1	i	i	i	i	i	i	i	15	i	i	2
CCOC(=O)C1=C2c3ccc4ccccc4c3CC(C)(C)N2C(=O)C1=O	i	i	i	i	i	i	i	2	i	i	.
C/C(CC(=O)Nc1ccc(N(C)C)cc1)=N\NC(=O)c1ccc(C(C)(C)C)cc1	i	i	i	i	i	i	i	10	i	i	0

Screening results from PubChem BioAssay.
